From PubChem BioAssay
GSK3B inh: inhibitors of human GSK3beta kinase; P49841; GST-GSK3beta kinase, ADP-Glo luminescence, 60 min; active compounds read low; activity score (negative = inhibition), % at 10 µM; 300,000 compounds, 0.038% hits; AID 2097;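 active = more than half of replicate wells score below -50%, meaning over 50% inhibition versus plate controls; inconclusive = some replicates but at most half score below -50%; inactive = no replicate scores below -50%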;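 also: 0% = median DMSO wells and -100% = median GW8510 positive control wells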
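Assay system: GST-tagged human GSK3beta kinase, cell-free; Input: 1.6 ng GSK3beta; Medium: Tris/MgCl2 kinase buffer; Timing: 60 min enzyme reaction, room temperature; Signal: ADP-Glo luminescence quantifying ADP generated by kinase; Evaluation: score relative to plate controls; Benchmarks: DMSO neutral wells and GW8510 at 20 µM as positive.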
DYRK1A inh: Dyrk1A (rat) kinase inhibition | Q63470 | ADP-Glo luminescence, NFATc1 peptide | inhibition, % at 12.5 µM | 310,000 compounds, 0.43% hits; in the data active = inhibition above about 50%;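 also: plate controls were vehicle with enzyme for no effect and no enzyme for full effect; many of its hits are not listed in these tables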
PolyA inhibitor: yeast polyadenylation inhibition | S. cerevisiae SKY197-pL101 polyadenylation reporter, beta-gal luminescence; efflux-impaired pdr1/pdr3 knockout yeast; score 100 = 6 SD above DMSO | calls only at 12 µM | 300,000 compounds, 0.02% hits | AID 1875;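 active = lowest replicate activity score at least 50, where 100 means six control SD above control mean; inconclusive = lowest score under 50 but half or more replicates reach 50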;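 also: yeast exposed to compound for 9 h at 30 °C; higher score means more reporter readthrough which indicates perturbed polyadenylation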
hERG rescue: hERG (human) protection from proarrhythmic block. Q12809. CHO-hERG, FluxOR thallium flux, dofetilide IC70 present. activation (rescue from dofetilide block), less the hit threshold, % at 10 µM. 310,000 compounds, 0.51% hits;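 active = activation above the mean of controls blocked by dofetilide plus 5 SD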;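 also: thallium influx through hERG after potassium depolarization seen as dye fluorescence rise; in these data hits start at about 4.7%; inactives centre near -7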
GSK3 alpha inh: inhibitors of human GSK-3 alpha kinase | P49840 | ADP-Glo luminescence, 60 min | inhibition, % at 10 µM | 320,000 compounds, 0.1% hits;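 in the data active = inhibition above about 50%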;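 also: GST-tagged GSK-3 alpha with peptide substrate and 25 µM ATP; 0% = DMSO neutral wells and 100% = GW8510 positive control wells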
RGS4 act: potentiators or activators of RGS4 | AID 463111 | 310,000 compounds, 0.92% hits | HEK293 M3R/inducible RGS4, carbachol calcium flux Fluo4; active compounds read low | B-score at 10 µM;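 active = B-score of the integrated calcium signal more than 4 SD below the library mean, with starting fluorescence not abnormally high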;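 also: negative B-score means reduced calcium response which marks RGS4 activation or potentiation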
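Detection: kinetic calcium fluorescence imaging with Fluo4-AM dye, 2 µM / Material: HEK293 cells with stable M3R and inducible RGS4 / Schedule: recording 10 s baseline at 1 Hz, 100 s post-agonist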
KCNK3 block: human KCNK3 channel inhibition, primary screen. B-score at 10 µM. CHO-KCNK3 thallium flux, FluxOR fluorescence; active compounds read low. AID 602410. O14649. 340,000 compounds, 0.84% hits;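 active = B-score under library mean minus 4 SD, starting fluorescence ratio at most library mean plus 5 SD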;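 also: more negative B-score means stronger inhibition of thallium flux through KCNK3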
Target sequence (O14649 whole entry, looked up): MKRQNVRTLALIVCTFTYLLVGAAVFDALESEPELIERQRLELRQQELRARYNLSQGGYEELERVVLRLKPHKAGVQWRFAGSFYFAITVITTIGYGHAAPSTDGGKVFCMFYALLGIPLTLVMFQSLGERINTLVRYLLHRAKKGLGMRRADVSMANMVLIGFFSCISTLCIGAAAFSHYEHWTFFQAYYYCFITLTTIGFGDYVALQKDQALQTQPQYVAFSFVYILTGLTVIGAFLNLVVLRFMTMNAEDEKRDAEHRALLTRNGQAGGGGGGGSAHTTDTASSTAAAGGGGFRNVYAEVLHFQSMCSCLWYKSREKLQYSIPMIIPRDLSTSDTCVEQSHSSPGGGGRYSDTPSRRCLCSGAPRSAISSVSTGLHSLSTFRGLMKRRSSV
KCNQ1 inh: inhibitors of human KCNQ1 potassium channel; P51787; CHO-K1 KCNQ1, FluxOR thallium flux fluorescence; active compounds read high; B-score at 10 µM; 310,000 compounds, 1.3% hits;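 active = compounds whose thallium flux B-score, printed positive for inhibition, exceeds three library SD while starting fluorescence stays within three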;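 also: channel opened by potassium depolarization with thallium stimulus after 20 min compound exposure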
HDAC3 inhib: blocks human histone deacetylase 3. O15379. recombinant HDAC3, fluorogenic peptide/trypsin coupled, fluorescence. inhibition, % at 8.3 µM. 320,000 compounds, 0.15% hits. AID 2718; in the data active = inhibition above about 26%, passing the limit was not always enough; inconclusive = no clear call, values can overlap the other calls
Target sequence (O15379 whole entry, looked up): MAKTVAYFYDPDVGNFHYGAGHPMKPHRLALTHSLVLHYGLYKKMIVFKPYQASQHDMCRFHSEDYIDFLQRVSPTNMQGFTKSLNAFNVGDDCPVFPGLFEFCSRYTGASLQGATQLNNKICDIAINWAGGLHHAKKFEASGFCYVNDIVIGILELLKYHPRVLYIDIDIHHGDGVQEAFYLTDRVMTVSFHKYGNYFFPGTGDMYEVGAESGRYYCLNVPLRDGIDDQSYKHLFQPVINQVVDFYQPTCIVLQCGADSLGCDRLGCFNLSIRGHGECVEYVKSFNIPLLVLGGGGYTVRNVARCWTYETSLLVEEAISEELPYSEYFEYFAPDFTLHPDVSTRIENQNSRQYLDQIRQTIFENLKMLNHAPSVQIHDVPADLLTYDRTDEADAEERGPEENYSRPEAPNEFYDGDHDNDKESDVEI
KCNQ1 act: potentiators or activators of human KCNQ1 potassium channel. P51787. CHO-K1 KCNQ1, thallium flux FluxOR fluorescence; active compounds read high. B-score at 10 µM. 310,000 compounds, 0.35% hits;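 active = fluorescence ratio B-score, a plate-corrected score, at least three library SD, with initial intensity B-score within 5 SD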
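Schedule – 37 °C overnight plating, 90-min dark dye load, 20-min compound pretreatment · System – stable KCNQ1 CHO-K1 line · Probe or stimulus – thallium- and potassium-containing depolarizing buffer · Measured by – kinetic FluxOR fluorescence, 10 s baseline plus 110 s post-stimulus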
KCNK9 block: inhibitors of human KCNK9 two-pore domain potassium channel; HEK293 KCNK9, FluxOR thallium flux fluorescence; active compounds read low; B-score at 10 µM; 310,000 compounds, 1.2% hits;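 active = ratio B-score over 3 SD below the library mean, with starting fluorescence within 5 SD of its mean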;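 also: negative B-score means less thallium flux so channel inhibition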
Starred values were filed as active, the others as inactive; i = inactive; ? = inconclusive; · = not tested or not shown. These rows are one share of the data; count on the stated rates, not on these rows.

SMILES | GSK3B inh | DYRK1A inh | PolyA inhibitor | hERG rescue | GSK3 alpha inh | RGS4 act | KCNK3 block | KCNQ1 inh | HDAC3 inhib | KCNQ1 act | KCNK9 block
O=C(O)CCN=C1CCCc2ccccc2N1 | 0 | 0 | i | -8 | 0 | i | i | i | -1 | i | i
COc1ccc(C(=O)COC(=O)c2ccc(OC)c(OC)c2)cc1OC | 0 | 2 | i | -8 | 1 | i | i | i | 4 | i | i
Cc1ccc(-c2nnc(N3CCC(C)CC3)c3ccccc23)cc1 | -4 | 2 | i | -13 | -2 | i | i | i | 7 | i | i
CCN(CC)S(=O)(=O)c1ccc(S(=O)(=O)Nc2c(C)nn(C)c2C)cc1 | -2 | -10 | i | -16 | 1 | i | i | i | 0 | i | i
Cn1cc([N+](=O)[O-])c(C(=O)N/N=C/c2ccncc2)n1 | -1 | -5 | i | -4 | 2 | i | i | i | -5 | i | i
O=C(O)CCc1nnc(SCC(=O)Nc2ccc(Br)cc2)[nH]c1=O | 5 | 5 | i | -3 | -4 | i | i | i | 6 | i | i
CCOC(=O)c1c(C)n(C)c2ccc(OC)c(NC(=O)CN3CCN(Cc4ccccc4)CC3)c12 | 3 | 0 | i | -7 | 0 | i | i | i | -2 | i | i
COc1ccc(C2=Nn3c(nnc3-c3ccncc3)SC2)cc1 | 0 | 11 | i | -8 | 21 | i | i | i | -2 | i | i
Cc1nc(-c2ccc(Cl)cc2)sc1C1(C)CC(c2cccc(F)c2)=NO1 (centres undefined) | -2 | 3 | i | -7 | -2 | i | i | i | -2 | i | i
O=C(O)Cc1ccc(C(=O)c2ccc(Cl)cc2Cl)s1 | 2 | -1 | i | -3 | -4 | i | i | i | 6 | i | i
Cc1ccc(C)c(NS(=O)(=O)c2ccc3[nH]c(=O)oc3c2)c1 | 3 | 0 | i | -11 | 0 | i | i | i | 2 | i | i
Cc1ccccc1OCC(=O)Nc1cccc2nsnc12 | 2 | 7 | i | -8 | -3 | i | i | i | -1 | i | i
CC(=O)c1cc(-c2ccccc2)n(CC(=O)Nc2cc(C)cc(C)c2)c1C | -16 | -4 | i | -3 | -3 | i | i | i | -10 | i | i
COCCn1c(SCc2ccc(OC)c(F)c2)nnc1-c1ccncc1 | 2 | 13 | i | -3 | 0 | i | i | i | 4 | i | i
O=C(Nc1ccccc1)N1CCC(=S)Nc2ccccc21 | 2 | -1 | i | -2 | -3 | i | i | i | 10 | i | i
O=C(NNC(=S)Nc1ccccc1)c1ccccc1[N+](=O)[O-] | -1 | 3 | · | -8 | -1 | i | i | i | 1 | i | i
COc1ccc(CCNC(=O)C2CCCN2C(=O)NC2CCCCC2)cc1OC (centres undefined) | 1 | 0 | i | 3 | 0 | i | i | i | -2 | i | i
COC(=O)C(=O)/C=C(\O)c1c(C)cc(C)cc1C | 0 | -2 | i | -4 | -3 | i | i | i | 2 | i | i
Cc1ccc(-c2nnc(Nc3ccc4c(c3)nc(C)n4C)c3ccccc23)cc1 | 1 | 0 | i | -5 | -2 | i | i | i | 0 | i | i
Brc1ccc(N=NNc2ccccc2)cc1 | 0 | -6 | i | -5 | -5 | i | i | i | 7 | i | i
O=C(CSc1nc2c(c(=O)[nH]1)CCCC2)Nc1ccc(Cl)cc1F | 2 | 0 | i | -7 | -2 | i | i | i | 2 | i | i
COCCCNS(=O)(=O)c1ccc2c(c1)CCN2C(C)=O | 1 | -3 | i | -2 | 0 | i | i | i | -2 | i | i
Cc1c(/C(O)=C2/C(=O)C(=O)N(CCN3CCOCC3)C2c2cccnc2)cnn1-c1ccccc1 (centres undefined) | 1 | 7 | i | -3 | 0 | i | i | i | -2 | i | i
Cc1csc(Sc2ccc([N+](=O)[O-])cc2C(=O)OCC(=O)NC(=O)NC(C)(C)C)n1 | 1 | 3 | i | -10 | -2 | i | i | i | 13 | i | i
COC(=O)c1cn(-c2cccc(C)n2)cn1 | -5 | 7 | i | -5 | -1 | i | i | i | -4 | i | i
O=C(NC(=S)NCCC1=CCCCC1)c1ccccc1Br | -1 | 2 | i | 1 | 3 | -7.3* | i | i | 7 | i | i
COC(=O)C1CSC(C(=O)OC)N1C(=O)CN1CC(C)OC(C)C1 (centres undefined) | -6 | 0 | i | -4 | · | i | i | i | 4 | i | i
O=C(NCCC1CCCCN1S(=O)(=O)c1cccs1)C(=O)Nc1cccc(F)c1 (centres undefined) | 5 | 1 | i | -11 | 0 | i | i | i | -4 | i | i
CCOC(=O)C1=C2NC(=O)c3ccccc3N2C(=O)C1 | -4 | · | i | -21 | -3 | i | i | i | 10 | i | i
Cn1c(N)c(C(=O)c2cc(-c3ccncc3)nc3ccccc23)c(=O)n(C)c1=O | 0 | -5 | i | -12 | -2 | i | i | i | -7 | i | i
NC(=O)CSc1nnc(-c2cccs2)n1-c1ccccc1 | 0 | 5 | i | -9 | 0 | i | i | i | 2 | i | i
COc1cccc(/C=N/n2c(COc3ccccc3)n[nH]c2=S)c1O | -2 | 57* | i | -7 | 23 | i | i | i | -1 | i | i
N#Cc1c(NC(=O)CSc2nc(N)cc(=O)[nH]2)sc2c1CCCC2 | 0 | -6 | i | -4 | -1 | i | i | i | 0 | i | i
O=C(c1ccco1)n1nc(-c2cccnc2)nc1NCc1ccco1 | 2 | -3 | i | -9 | -2 | i | i | i | ? | i | i
CC1=NN(C(=O)c2ccc(C)cc2)C(O)(C(F)(F)OC(F)(F)F)C1 (centres undefined) | -1 | 3 | i | -6 | -2 | i | i | i | 3 | i | i
COc1cccc(/C=N/NC(=O)c2c(C)nc3ccc(Cl)cn23)c1OC | -3 | -4 | i | -6 | -1 | i | i | i | 9 | i | i
C=CCN(CC=C)S(=O)(=O)c1ncn[nH]1 | 6 | -1 | i | -11 | -1 | i | i | i | -6 | i | i
COc1ccc(-c2csc3ncnc(N4CCN(C(=O)c5ccco5)CC4)c23)cc1 | -8 | 2 | i | -23 | 2 | i | i | i | 0 | i | i
C/C(=N\NC(=O)c1c[nH]c2ccccc12)c1ccco1 | -1 | 9 | i | -4 | 2 | i | i | i | -2 | i | i
CSc1cccc(NC(=O)c2ccc(CN3CCc4ccccc4C3)cc2)c1 | -1 | 4 | i | -8 | 5 | i | i | i | 2 | i | i
CC(=O)Nc1ccc(NC(=O)C(C)OC(=O)C2CC3C=CC2C3)cc1 (centres undefined) | 0 | -3 | i | -8 | 1 | i | i | i | 11 | i | i
CCOC(=O)c1c(C)[nH]c(C)c1C(=O)CSc1nc2ccccc2c(=O)n1-c1ccc(CC)cc1 | 17 | -3 | i | -8 | -3 | i | i | i | 5 | i | i
Cc1cc(=O)oc2cc(OCCc3ccccc3)ccc12 | 1 | 2 | i | -2 | -2 | i | i | i | -2 | i | i
COc1ccccc1/C=C1\SC(=S)N(CCC(=O)Nc2nnc(C)s2)C1=O | 0 | 2 | i | -5 | -2 | i | i | i | -2 | i | i
COc1ccc(CCNC(=O)C/C(C)=N/NC(=O)c2ccc(Cl)cc2Cl)cc1OC | 1 | · | i | -11 | -11 | i | i | i | -4 | i | i
FC(F)(F)c1cccc(Cc2noc(CN3C[C@@H]4CCC[C@H]3C4)n2)c1 | 2 | -5 | i | -21 | 1 | i | i | i | 4 | i | i
CC(C)(C)OC(=O)CN1C(=O)NC(Cc2c[nH]c3ccccc23)C1=O (centres undefined) | 1 | 3 | i | -3 | -2 | i | i | i | 3 | i | i
Cc1cc(C)cc(NC(=O)C(NCC2CCCO2)c2ccccc2)c1 (centres undefined) | 0 | -4 | i | -6 | 0 | i | i | i | 0 | i | i
CC(=C/c1ccccc1)/C=N/n1c(-c2ccco2)n[nH]c1=S | 1 | 6 | i | -8 | 5 | i | i | i | 8 | i | i
C=CCNC(=O)C1CCN(S(=O)(=O)c2ccccc2)CC1 | 1 | -1 | i | -4 | 2 | i | i | i | 1 | i | i
Cc1nn(-c2ccccc2)c(C)c1/C=N/n1c(-c2ccccc2Br)n[nH]c1=S | 0 | 25 | i | -4 | 1 | i | i | i | 6 | i | i
O=C(COC(=O)C1CCN(c2ccc(C(F)(F)F)cn2)CC1)c1ccc(F)cc1 | 2 | -6 | i | -3 | 3 | i | i | i | 5 | i | i
CC1CCCCC1NC(=O)C1CCN(S(=O)(=O)N2CCOCC2)CC1 (centres undefined) | 2 | 0 | i | -9 | · | i | i | i | ? | i | i
COc1ccc(CCNC(=O)C2CCC(=O)N(CCc3ccc(OC)cc3)C2)cc1 (centres undefined) | -2 | 1 | i | -8 | 0 | i | i | i | -1 | i | i
Nc1ccc2c(C(F)(F)F)cc(=O)oc2c1 | -2 | · | i | -8 | 1 | i | i | i | -3 | i | i
CN(CC(=O)NCc1ccncc1)S(=O)(=O)c1ccc2ccccc2c1 | 0 | -4 | i | -4 | -1 | i | i | i | -6 | i | i
CC(C)(C)c1ccc(C(=O)Nc2ccccc2C(=O)NCCN2CCOCC2)cc1 | 3 | 8 | i | -13 | 0 | i | i | i | 6 | i | i
O=C(c1ccco1)N1CCN(Cc2cccc([N+](=O)[O-])c2)CC1 | 2 | -3 | i | -2 | -3 | i | i | i | 1 | i | i

Given in CSV form: entries from further up.
SMILES,GSK3B inh,DYRK1A inh,PolyA inhibitor,hERG rescue,GSK3 alpha inh,RGS4 act,KCNK3 block,KCNQ1 inh,HDAC3 inhib,KCNQ1 act,KCNK9 block
Cc1nn(-c2ccccc2)c(C)c1/C=N/n1c(-c2ccccc2Br)n[nH]c1=S,0,25,i,-4,1,i,i,i,6,i,i
O=C(COC(=O)C1CCN(c2ccc(C(F)(F)F)cn2)CC1)c1ccc(F)cc1,2,-6,i,-3,3,i,i,i,5,i,i
CC1CCCCC1NC(=O)C1CCN(S(=O)(=O)N2CCOCC2)CC1 (centres undefined),2,0,i,-9,·,i,i,i,?,i,i
COc1ccc(CCNC(=O)C2CCC(=O)N(CCc3ccc(OC)cc3)C2)cc1 (centres undefined),-2,1,i,-8,0,i,i,i,-1,i,i
